FUS suppressor – suppressors of FUS proteinopathy in yeast | S. cerevisiae FUS-expressing, growth rescue, OD600, 24 h | Potency, µM (series often up to 76.6 µM), without a hit: at the highest dose growth rescue (activation), most hits filed as activators | hit rate 0.24% among 390,000 | AID 1347120; active means well fitted activation curve with a large enough effect; inconclusive means small, poorly fitted or top-dose-only effect; inactive means no such curve, though single readings can be large or run the other way;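 further: plate controls were DMSO vehicle for no effect and reference control for full effect; nearly all actives have a fitted effect of over 55% in size; some results filed as inactive show a strong effect at the top dose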
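Compound concentration series was pinned onto galactose-induced FUS-expressing yeast seeded at OD 0.005. Plates sat 24hr at 30C; absorbance at 600 nm gave growth. DMSO served as background control.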
* marks the source's active call; other numbers are inactive results; ? = inconclusive; [ ] = remark or other dose. Potency means the concentration at half of the fitted maximal effect.

SMILES	FUS suppressor
CC(C)(C)OC(=O)NC(Cc1ccccc1)C1CC(C#N)C(=O)O1 (stereo unspecified)	-5%
CN(Cc1ccco1)C(=O)CN1C(=O)C2(OCCCO2)c2ccccc21	-13%
C=CCNC(=O)N1CCN(Cc2nc3ccccc3c(=O)[nH]2)CC1	-7%
CC(C)NC(=O)[C@]1(C#N)CC(=O)N(C)[C@@H]1c1ccccc1	-24%
CCOC(=O)CC[C@H](NC(=O)[C@@H]1CC=C[C@@H]2CCN(Cc3ccc(Cl)cc3)C(=O)[C@@H]21)C(=O)OCC	23%
Cc1ccc2nc(-c3ccc(NC(=O)CSc4nnc(-c5cc(-c6ccc(F)cc6)n[nH]5)n4N)cc3)sc2c1	2%
COc1ccc(CN2C(=O)COc3ccccc3C2c2nnnn2C2CCCCC2)cc1 (stereo unspecified)	?
C=CCOC(=O)N[C@H](c1ccc(-c2ccccc2)cc1)[C@H](C)/C=C/CC(=O)OC	43%
C[C@H]1C(=O)[C@]23C[C@H]1CC[C@H]2[C@]1(C)[C@@H](O)CC[C@@](C)(C(=O)O)[C@H]1C[C@@H]3O	-19%
CC(=O)Nc1nc2ncccn2c1-c1ccc(C)cc1	-7%
NC(=O)C1CCN(c2ccnc(Cl)n2)CC1	-18%
Cc1ccc(-c2cc(C(=O)N=Nc3c(O)[nH]c4ccccc34)[nH]n2)cc1C	9%
COc1ccc(S[C@]2(C(=O)N(C)C)CC(=O)N(C(=O)/C=C/c3ccccc3)[C@@H]2c2ccc(OC)cc2)cc1	?
COC(=O)[C@]12C[C@H](CC(=O)NCC34CC5CC(CC(C5)C3)C4)C(=O)N(CCC3=CCCCC3)C1=C[C@H](C(C)C)O[C@@H]2C1CC1	?
CCCCOCCCNC(=O)C[C@H]1C[C@@]2(C(=O)OC)C(=C[C@H](C3CCCC3)O[C@@H]2C)N(Cc2ccco2)C1=O	?
C#CCNC(=O)C[C@@H]1C(=O)N(CCc2ccc(Cl)cc2)/C2=C/CCCCC[C@@]21C(=O)OCC	?
COC(=O)[C@]12C[C@H](CC(=O)N3CCN(C(=O)C4CC4)CC3)C(=O)N(Cc3ccccc3)C1=C[C@H](COCc1ccccc1)O[C@@H]2C	?
CCn1c2ccccc2c2cc(NC(=O)COC(=O)c3ccc(C)cc3)ccc21	15%
C=CCN1[C@@H](Cc2ccccc2)COc2cccc(N3CCSCC3)c2S1(=O)=O	9%
CC(C)[C@H](NC(=O)[C@H](Cc1ccccc1)NC(=O)OC(C)(C)C)C(=O)N1CCC2CCN(S(=O)(=O)c3ccccc3)CC21 (stereo partly specified)	?
CCCCNC(=O)C[C@@H]1C(=O)N2CCCC3=C2[C@@]1(C(=O)OC)CCCC3	-3%
COC(=O)[C@]12C[C@H](CC(=O)NCCCN3CCCC3=O)C(=O)N(CCC3=CCCCC3)C1=C[C@H](C1CCCC1)O[C@@H]2C	44%
CCOC(=O)[C@@]12CCCC3=C1N(CCC3)C(=O)[C@H]2CC(=O)NCC1CCCCC1	-61%[inhibitor]
Brc1ccc(Cn2nnc(-c3ccc(N4CCOCC4)cc3)n2)cc1	-4%
COCCCNC(=O)C[C@H]1C[C@@]2(C(=O)OC)C(=C[C@H](C3CCCC3)O[C@@H]2C)N(Cc2ccc(Cl)cc2Cl)C1=O	?
COc1ccc(-n2c(SCC(=O)N3CCCC3)nnc2-c2ccncc2)cc1	6%
O=C(Nc1ccc(Oc2ccccc2)cc1)C1CCN(c2nnc(-n3cccc3)s2)CC1	22%
CCCCCc1ccc(NC(=O)OCCN2C(=O)CCC23CCC(c2ccccc2)CC3)cc1 (stereo unspecified)	-2%
COC(=O)[C@]12C[C@H](CC(=O)NCc3cccc4ccccc34)C(=O)N(Cc3ccco3)C1=C[C@H](C1CCCC1)O[C@@H]2C	?
CCOC(=O)[C@]12CCCCC/C=C\1N(CCc1ccc(Cl)cc1)C(=O)[C@H]2CC(=O)NCCCOC	37%
CCOC(=O)CC[C@H]1CC[C@]2(CCCN(Cc3ccccc3)C2)O1	-11%
O=C(OCc1cn(Cc2ccccc2)nn1)N1CCOCC1	-6%
C=CCNC(=S)N(C)[C@H]1C[C@H]2c3[nH]c4cccc(-c5cccc(F)c5)c4c3CCN2C(=O)[C@H]1[C@H](C)O	?
Cc1nc2ccc(S(=O)(=O)NCC(=O)N(C)Cc3ccccc3Cl)cc2s1	16%
CCOC(=O)CC[C@H]1CC[C@]2(CCCN(C(=O)C(C)(C)C)C2)O1	20%
CCOC(=O)c1cccc(NC(=O)CN(C)S(=O)(=O)c2cc(OC)ccc2OC)c1	41%
Cc1cccc(CCNC(=O)c2ccc3c(c2)ncn3C2CCCCC2)c1	18%
CCOC(=O)[C@@]12CCCC3=C1N(CCC3)C(=O)[C@H]2CC(=O)N1CCN(C(=O)c2ccco2)CC1	7%
CC(C)(C)CCNc1nc(-c2ccccn2)nnc1-c1ccccc1	21%
O=C(c1ccncc1)N1CCC(Oc2cccnc2)CC1	2%
CN(CCOC(=O)c1occ2ccccc12)C1CN(Cc2cn(Cc3ccccc3Cl)nn2)S(=O)(=O)C1 (stereo unspecified)	29%
CC(=NN1CCN(c2ccccn2)CC1)c1ccccc1O	-6%
COc1ccc(S[C@]2(C(=O)N3CCCC3)CC(=O)N[C@@H]2c2ccc(OC)cc2)cc1	?
O=C(OC12CCCN(C1)/C(=C/c1ccccc1)C2)c1cccc(F)c1 (stereo unspecified)	7%
COC(=O)[C@]12C[C@H](CC(=O)NCc3ccc(C)o3)C(=O)N(Cc3cccc4ccccc34)C1=C[C@H](C(C)C)O[C@@H]2C1CC1	?
O=S1(=O)C=CCN1Cc1cn(Cc2cccc(C(F)(F)F)c2)nn1	-11%
CC(C)C[C@H]1COc2cccc(N3CCCC3)c2S(=O)(=O)N1C	17%
Cc1ccc(-n2c(SCC(=O)c3ccc4c(c3)OCO4)nc3ccccc3c2=O)cc1	3%

Next section, overlapping the part above by six compounds.
SMILES	FUS suppressor
COc1ccc(S[C@]2(C(=O)N3CCCC3)CC(=O)N[C@@H]2c2ccc(OC)cc2)cc1	?
O=C(OC12CCCN(C1)/C(=C/c1ccccc1)C2)c1cccc(F)c1 (stereo unspecified)	7%
COC(=O)[C@]12C[C@H](CC(=O)NCc3ccc(C)o3)C(=O)N(Cc3cccc4ccccc34)C1=C[C@H](C(C)C)O[C@@H]2C1CC1	?
O=S1(=O)C=CCN1Cc1cn(Cc2cccc(C(F)(F)F)c2)nn1	-11%
CC(C)C[C@H]1COc2cccc(N3CCCC3)c2S(=O)(=O)N1C	17%
Cc1ccc(-n2c(SCC(=O)c3ccc4c(c3)OCO4)nc3ccccc3c2=O)cc1	3%
Cc1ccc2c(c1)N(CCCC(=O)NCc1c(F)cccc1F)C(=O)CO2	13%
COC(CNC(=O)[C@H](Cc1ccccc1)NC1(C(=O)NC2CCCCC2)CCC1)OC	11%
Cc1cccc(NC(=O)c2cccc3c2-c2ccccc2C3=O)c1C	0%
COc1ccc(-c2nnc(SCC(=O)Nc3ccc(S(=O)(=O)Nc4nccs4)cc3)n2-c2ccc(OC)cc2)cc1	?
Cc1ccc2nc3sc(C(=O)N4CCN(C)CC4)cc3cc2c1	4%
CCn1c(SCc2ccc(C(C)(C)C)cc2)nnc1-c1ccc(C(C)(C)C)cc1	35%
Cc1ccc(C(=O)C2CCN(CC(=O)N3CCCC3)CC2)cc1	10%
O=C1N(CC[C@@H](O)c2ccccc2)CCC12CCC(c1ccccc1)CC2 (stereo partly specified)	38%
CCC[C@H]1[C@@H](OC(=O)N2CCN(c3ccccc3)CC2)CC[C@@]23CCCN2C(=O)CCC[C@@H]13	?
COC(=O)[C@]12C[C@H](CC(=O)N3CCOCC3)C(=O)N(Cc3ccc(Cl)cc3Cl)C1=C[C@H](C(C)C)O[C@@H]2C1CC1	?
COC(=O)[C@]12C[C@H](CC(=O)N3CCC(c4ccccc4)CC3)C(=O)N(CCc3ccc(OC)c(OC)c3)C1=C[C@H](C1CCCC1)O[C@@H]2C	?
N#Cc1ccc(NC(=O)OC2CC3CC2[C@H]2CCCCN2C3)cc1 (stereo partly specified)	-5%
Cc1ccccc1NC(=O)C[C@H]1CC[C@H]2[C@@H](COc3ccc(NC(=O)Nc4ccccc4)cc3C(=O)N2C)O1	37%
COC(=O)[C@]12C[C@H](CC(=O)NCc3ccc(OC)c(OC)c3)C(=O)N(CCC3=CCCCC3)C1=C[C@H](C1CCCC1)O[C@@H]2C	14µM*
O=C(OCc1cn(Cc2ccccc2)nn1)N1CCCC1	6%
COc1ccc(S[C@]2(C(=O)N3CCN(C(C)=O)CC3)CC(=O)N(S(=O)(=O)c3ccc(F)cc3)[C@@H]2c2ccc(OC)cc2)cc1	?
CN1C(=O)c2cc(NC(=O)Nc3ccccc3F)ccc2OC[C@H]2O[C@@H](CC(=O)NCc3ccc(-c4ccccc4)cc3)CC[C@@H]21	31%
COc1cc(C)ccc1C(=O)N1CCC(Oc2cccnc2)CC1	3%
COc1ccc(C2C(C(=O)N3CCN(c4ccccc4C)CC3)CC(=O)N2c2ccc(OC)cc2)cc1 (stereo unspecified)	?
COCc1cn(-c2cccc(-c3noc4c3C(=O)N(CC(=O)N3CCOCC3)CC4)c2)nn1	10%
Nn1c(SCC(=O)Nc2ccc(S(N)(=O)=O)cc2)nnc1-c1n[nH]c2c1CCC2	7%
CC(C)(C)c1ccc(OCCCN2CCC(C(O)(c3ccccc3)c3ccccc3)CC2)cc1	33%
COC(=O)[C@]12C[C@H](CC(=O)NCC34CC5CC(CC(C5)C3)C4)C(=O)N(Cc3cccc4ccccc34)C1=C[C@H](C1CCCC1)O[C@@H]2C	20%
Cc1ccc(-c2nnc(SCC(=O)NN=Cc3c[nH]c4ccccc34)n2-c2ccccc2)cc1	32%
COC(=O)[C@]12C=CCN1[C@H](c1ccc(C(F)(F)F)cc1)c1c(c3ccccc3n1S(=O)(=O)c1ccc(C)cc1)C2	42%
COC(=O)[C@]12C[C@H](CC(=O)NCc3ccc(OC)c(OC)c3)C(=O)N(Cc3cccc4ccccc34)C1=C[C@H](COCc1ccccc1)O[C@@H]2C	?
FC(F)(F)c1ccccc1NC(=S)OCCN1CCCC12CCC(c1ccccc1)CC2 (stereo unspecified)	31%
Cc1ccc(-n2c(SCC(=O)Nc3ccccc3-c3ccccc3)nnc2-c2cccs2)cc1	?
C=CCN(CC#Cc1ccc(OC)cc1)CC=C	5%
COC(=O)c1cc(-c2cc(Cl)ccc2OC)c(=O)n2c1CCC2	-7%
O=C(NCCc1ccccc1)OCc1cn(-c2cccc(C(F)(F)F)c2)nn1	8%
COC(=O)C1CCN(C(=O)CCn2nnc(-c3cccs3)n2)CC1	0%
c1ccc(Cn2ccc3ccc(-c4ccc5ccn(Cc6ccc(-c7ccccc7)cc6)c5c4)cc32)cc1	8%
O=C1N2CCc3ccccc3C2CS(=O)(=O)N1Cc1ccc(F)cc1 (stereo unspecified)	-6%
CCN(CC)C(=O)CC[C@H]1CC[C@]2(CCCN(Cc3ccc(N(C)C)cc3)C2)O1	3%
CO[C@H]([C@H](C)/C=C/N(C)C=O)[C@@H](C)C(=O)CC[C@H](C)[C@H](O)[C@H](C)[C@H]1OC(=O)/C=C/C(C)=C/C[C@H](O)C[C@@H]2C=CC[C@@H](C[C@H](OC)[C@@H](CO)[C@@H](OC)C[C@@H](OC)[C@@H]1C)O2	?
COC(=O)C1CN(C2CC2)CCS(=O)(=O)N1Cc1cn(Cc2ccccc2)nn1 (stereo unspecified)	-17%
C[C@H]1[C@@H](OC(=O)NCCc2c[nH]c3ccccc23)CC[C@@]23CCCN2C(=O)CCC[C@@H]13	14%
O=C([C@@H]1C[C@H]1c1ccccc1)N1CC[C@H]2[C@H](CCCN2Cc2cc(F)cc(F)c2)C1	-4%
CCC[C@H]1[C@@H](OC(=O)NC2CCCCC2)CC[C@@]23CCCN2C(=O)CCC[C@@H]13	19%
O=C(OC12CCCN(C1)/C(=C/c1cccc(Cl)c1)C2)c1ccco1 (stereo unspecified)	7%
Cc1ccccc1NC(=O)O[C@H]1CC[C@@]23CCCN2C(=O)CCC[C@H]3[C@H]1C	7%
CN(CC#Cc1ccccc1)C(N)=NC(=O)/C=C/c1cccc(C(F)(F)F)c1	5%
CCOc1ccc(-n2c(SCc3nc4ccccc4[nH]3)nnc2-c2cccc(Cl)c2)cc1	15%
COc1ccc2c(c1)CCCN2C(=O)C1CCCN(S(=O)(=O)c2cccc3ccccc23)C1 (stereo unspecified)	?
COC(=O)c1ccccc1-n1cc(COC(=O)NCCc2ccccc2)nn1	-5%
CCCCOCCCNC(=O)C[C@H]1C[C@@]2(C(=O)OC)C(=C[C@H](C(C)C)O[C@@H]2C2CC2)N(Cc2ccco2)C1=O	32%
COC(=O)[C@]12C[C@H](CC(=O)N3CCCC3)C(=O)N(CCc3ccc(OC)c(OC)c3)C1=C[C@H](COCc1ccccc1)O[C@@H]2C	38%
C(#CC1=CCCCC1)CNCC1CC1	-5%
O=C(Cn1nc(-c2ccccc2)ccc1=O)NCCc1ccc(F)cc1	8%
C=CCN1[C@H](Cc2ccccc2)COc2cccc(N3CCSCC3)c2S1(=O)=O	7%

Structural class: the compounds so far with a thiophene ring, fused or not
SMILES	FUS suppressor
Cc1ccc2nc3sc(C(=O)N4CCN(C)CC4)cc3cc2c1	4%
Cc1ccc(-n2c(SCC(=O)Nc3ccccc3-c3ccccc3)nnc2-c2cccs2)cc1	?
COC(=O)C1CCN(C(=O)CCn2nnc(-c3cccs3)n2)CC1	0%

Not all compounds are listed; count on the stated rates, not on these rows.
